GPR7 antag = blocks human GPR7 receptor signaling | P48145 | GPR7-expressing cells, fluorescence antagonist assay | inhibition, % at 4.4 µM | actives 1.1% (n = 290,000) | AID 1861; in the data active means inhibition above about 16%, passing the limit was not always enough;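 further: cells stimulated with the agonist NPW; 0% = agonist with vehicle and 100% = vehicle without agonist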
OXTR agonist = human OXTR agonism; P30559; actives 0.32% (n = 320,000); activation, % at 3 µM; AID 2435; CHO-OTR cells, Fluo-8 calcium fluorescence; normalized: DMSO 0%, oxytocin 100%;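 active means activation above the mean of all tested compounds plus 3 SD, cutoff set per screening run, cut at about 20% in these data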;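 further: peak over basal fluorescence ratio from a 100 s FLIPR kinetic read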
CHO-K1 Ca ag = counter-screen for M1 agonists: effect in parental CHO-K1 cells; Fluo-8 calcium fluorescence; scaled to maximal ATP response, vehicle zero; activation, % at 3 µM; actives 0.48% (n = 360,000); in the data active means activation above about 15%;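 further: untransfected CHO-K1 host cells lacking M1 receptor as counterscreen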
CHO-K1 Ca antag = counter-screen for M1 antagonists: effect in parental CHO-K1 cells; ATP-induced calcium, Fluo-8 fluorescence; inhibition, % at 3 µM; actives 0.6% (n = 360,000); AID 602250;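 active means inhibition above a per-plate cutoff, the plate's mean sample inhibition plus 3 SD, cut at about 24% in these data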;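 further: 0% = DMSO plus EC80 ATP and 100% = DMSO alone without ATP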
TAAR1 antag = antagonists of human TAAR1; Q96RJ0; CHO RD-HGA16 TAAR1, Fluo-8 calcium fluorescence, antagonist; inhibition, % at 3 µM; actives 1.5% (n = 360,000);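 active means inhibition above a per-plate cutoff, the mean inhibition of test compounds on that plate plus 3 SD, cut at about 49% in these data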;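 further: 0% = DMSO plus EC80 beta-PEA response and 100% = DMSO alone without agonist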
Target sequence (Q96RJ0 whole entry, looked up): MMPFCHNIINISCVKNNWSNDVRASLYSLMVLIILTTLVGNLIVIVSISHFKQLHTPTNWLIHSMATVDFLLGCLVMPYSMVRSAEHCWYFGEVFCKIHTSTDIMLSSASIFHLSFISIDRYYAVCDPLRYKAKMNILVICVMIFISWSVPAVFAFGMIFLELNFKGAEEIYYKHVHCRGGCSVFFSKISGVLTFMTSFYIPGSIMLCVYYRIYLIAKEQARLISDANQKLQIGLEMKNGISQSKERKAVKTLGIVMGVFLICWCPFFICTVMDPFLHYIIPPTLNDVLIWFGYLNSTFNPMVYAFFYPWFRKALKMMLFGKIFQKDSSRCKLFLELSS
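Test system: hTAAR1-expressing CHO RD-HGA16 cells, Gα16-coupled; Probe or stimulus: EC80 β-phenethylamine stimulus; Compound dosing: single nominal final test compound concentration of 3 µM; Timing: 140 s kinetic read after compound, 140 s after agonist; Signal: Fluo-8 calcium-sensitive fluorescence; Measure: % inhibition of agonist calcium response; Controls: DMSO and EC80 PEA controls.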
CHO-K1 Ca PAM = M1 PAM counterscreen hit in parental CHO-K1 cells; ATP EC20, Fluo-8 calcium fluorescence; 0% at ATP EC20, 100% at ATP max; activation, % at 3 µM; actives 0.02% (n = 360,000); AID 602247;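 active means activation above the run cutoff, the mean activation of all test compounds plus 3 SD, cut at about 40% in these data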;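 further: peak over basal fluorescence ratio in a 140 s read after ATP addition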
V1R ag counter = counter-screen for oxytocin receptor agonists: human V1a receptor agonists | P37288 | CHO-V1R cells, Fluo-8 calcium fluorescence, agonist mode; 0% DMSO, 100% 3 nM vasopressin | activation, % at 3 µM | actives 0.25% (n = 320,000) | AID 2797;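 active means activation above the mean activation of all tested compounds plus 3 SD, per screening run, cut at about 20% in these data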;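 further: signal is peak over basal fluorescence ratio across a 100 second FLIPR read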
Target sequence (P37288 whole entry, looked up): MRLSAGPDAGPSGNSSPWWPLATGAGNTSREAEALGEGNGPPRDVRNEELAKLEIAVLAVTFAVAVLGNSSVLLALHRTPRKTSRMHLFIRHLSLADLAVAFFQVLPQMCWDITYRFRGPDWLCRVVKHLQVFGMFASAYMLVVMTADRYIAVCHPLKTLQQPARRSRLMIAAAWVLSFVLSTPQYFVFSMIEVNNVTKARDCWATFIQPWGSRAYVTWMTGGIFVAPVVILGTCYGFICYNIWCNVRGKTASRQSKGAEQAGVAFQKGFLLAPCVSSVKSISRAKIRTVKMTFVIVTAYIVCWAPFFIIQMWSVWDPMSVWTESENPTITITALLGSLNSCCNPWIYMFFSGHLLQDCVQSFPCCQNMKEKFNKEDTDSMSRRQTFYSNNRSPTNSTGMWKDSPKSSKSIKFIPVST
CHO parental Ca = counter-screen: ATP calcium response change in parental CHO cells | inhibition, % at 5.6 µM | parental CHO-K1, ATP-induced calcium, Fluo-8 fluorescence | actives 0.63% (n = 330,000);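 active means inhibition above that plate's mean sample inhibition plus 3 SD, cut at about 26% in these data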;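 further: 0% = ATP-challenged DMSO wells and 100% = DMSO wells without ATP; some compounds past the cut are filed as inactive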
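Material – parental CHO cells · Reagent – ATP stimulus · Compound – single nominal dose of 5.6 µM per compound · Detection – Fluo-8 fluorescence · Read-out basis – percent inhibition of calcium signal · Controls – ATP-challenged DMSO wells low, unchallenged DMSO wells high · Repeats – no replicates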
OXTR potentiator = potentiators of human oxytocin receptor | AID 2445 | activation, % at 3 µM | actives 0.061% (n = 320,000) | P30559 | CHO-OTR cells, Fluo-8 calcium fluorescence, potentiator mode; 0% = oxytocin EC15, 100% = EC100;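 active means activation above that plate's cutoff, the mean activation of tested compounds plus 3 SD, cut at about 6.6% in these data, passing the limit was not always enough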;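 further: 100% uses oxytocin at 75 nM as the full agonist control; some results filed as inactive read as strong as hits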
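System: human OTR in CHO cells / Also added: sub-maximal oxytocin, roughly EC15 / Control set: EC15 oxytocin low, 75 nM oxytocin high / Schedule: 6 min compound pre-incubation at room temperature, 100 s kinetic read / Compound: single-point 3.0 µM / Replication: singlicate / Technique: Fluo-8 calcium dye fluorescence / Read-out basis: % activation of max/min ratio relative to oxytocin controls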
An asterisk follows results filed as active; x = no result given. No enrichment for hits; about 3.5% have a hit in one of these screens.

SMILES | GPR7 antag | OXTR agonist | CHO-K1 Ca ag | CHO-K1 Ca antag | TAAR1 antag | CHO-K1 Ca PAM | V1R ag counter | CHO parental Ca | OXTR potentiator
CCOCCCNC(=O)C(=O)NCCCOCC | -6 | -0.1 | 1.1 | -5 | -24 | 20 | 0.1 | 5 | 1
Cc1ccc(-n2c(Cn3ncc4ccccc4c3=O)n[nH]c2=S)cc1 | -4 | -0.4 | 0.2 | -11 | -1 | 3 | -0.1 | -3 | -4
O=C(NCCc1ccccc1)c1ccc(CS(=O)Cc2cccc(Cl)c2)o1 (stereo not drawn) | -5 | 0.2 | 2.0 | -14 | -7 | 14 | 2.5 | -22 | -4
Cc1nc(-c2ccccn2)nc(SCC(=O)N2CCOCC2)c1Cl | -14 | 0.4 | -0.4 | -9 | -1 | 3 | -1.7 | 3 | -6
O=C(CN1CCOCC1)Nc1ncc(Cc2cccc(Cl)c2Cl)s1 | 4 | 8.8 | 7.7 | -6 | 13 | 18 | 12 | -12 | -14
CN(c1ccc(C(=O)NCC2CCCO2)cc1)S(=O)(=O)c1ccccc1 (stereo not drawn) | -3 | 0.4 | 0.6 | -5 | -3 | 16 | 1.0 | -3 | -7
Cn1nnnc1NCc1c(F)cccc1Cl | -20 | 0.4 | 1.2 | -14 | 11 | 15 | -0.1 | 10 | -2
O=C(Cc1cccs1)N1CCN(S(=O)(=O)c2ccccc2)CC1 | -20 | -1.3 | 1.1 | -9 | -8 | 22 | 0.9 | -7 | -4
CCOC(=O)c1ccc(Nc2nnc(C(C)(C)C)c(=O)[nH]2)cc1 | -8 | 5.9 | 3.6 | -5 | 12 | -1 | 6.5 | -5 | -19
COCCn1c(C(=O)N2CCCC2)cc2c1C[C@H]1CN(C(=O)c3ccccc3)[C@@](Cc3ccc(F)cc3)(C(=O)OC)[C@@H]21 | 12 | 3.8 | x | x | 1 | x | 3.8 | -30 | -4
CN(C(=O)COC(=O)c1ccc(Cl)c(S(=O)(=O)NCc2ccccc2)c1)C1CCS(=O)(=O)C1 (stereo not drawn) | x | x | 0.8 | -14 | -4 | 9 | x | x | x
CCO[C@H]1OC(C(N)=O)=C[C@@H](C(C)(C)C)[C@@H]1CCCO | x | -0.9 | 0.3 | -10 | 1 | 8 | 0.5 | 4 | -9
CC1CCC(NC(=O)CN2C(=O)NC3(CCCCC3C)C2=O)CC1 (stereo not drawn) | x | -2.9 | -0.9 | -19 | -6 | 8 | -1.1 | -11 | -8
Nc1cc(=O)[nH]c(SCC(=O)Nc2cc([N+](=O)[O-])ccc2Cl)n1 | -13 | 1.2 | 0.5 | 8 | 15 | 11 | 1.5 | -6 | 4
COc1ccc(S(=O)(=O)N(C)c2ccc(C(=O)NC3CCCC3)cc2)cc1 | -8 | 1.5 | 0.6 | -3 | -8 | 9 | 1.3 | -17 | -12
O=[N+]([O-])c1cccc(/C=N/Nc2nc(NCc3ccccc3)nc(N3CCOCC3)n2)c1O | -2 | 24* | 5.0 | -8 | 27 | 2 | 17 | -6 | -31
N#Cc1cccc(Oc2ccc(S(=O)(=O)N3CCCC3)cn2)c1 | x | x | 1.1 | -16 | -6 | 17 | x | x | x
COc1ccccc1/C=N/Nc1cc(C)nc2ccc(C)cc12 | -6 | -1.9 | -0.4 | -8 | -24 | 6 | -1.2 | -4 | -8
COc1ccc(S(=O)(=O)N2CCN(S(=O)(=O)c3ccc4c(c3)OCCO4)CC2)cc1C | 0 | x | -0.4 | 2 | -10 | 9 | x | x | x
Cc1csc(Sc2ccc(C(=O)OCC(=O)Nc3ccc(F)cc3[N+](=O)[O-])cc2[N+](=O)[O-])n1 | 0 | -0.1 | 0.1 | -8 | 7 | 10 | 0.5 | -19 | -1
Fc1ccc(C2CC(c3ccco3)=NN2c2ccccc2)cc1 (stereo not drawn) | -10 | -2.2 | 0.5 | -17 | -15 | 23 | -0.5 | -28 | -12
COc1ccc(NC(=O)Nc2cccc(C(F)(F)F)c2)cn1 | -6 | 12 | 9.4 | 26* | 0 | -4 | 12 | 41* | -27
Cn1c(=O)c2c(ncn2CC(=O)OCC(=O)Nc2ccc(F)cc2Cl)n(C)c1=O | x | 2.2 | 3.9 | 4 | -9 | 14 | 2.2 | -2 | -2
CCNc1oc(COc2cccc(C)c2)nc1C#N | -4 | 0.4 | 1.1 | 6 | -18 | 13 | 1.6 | -14 | -7
O=C1c2ccccc2C(=O)N1c1nccs1 | x | x | -0.3 | 18 | -16 | 4 | x | x | x
O=[N+]([O-])c1ccc(OCC(O)CN(CCO)CCO)cc1 (stereo not drawn) | -1 | 0.4 | 0.2 | 2 | 9 | 15 | 1.2 | 1 | -2
Cc1cc(NC(=O)c2ccccc2[N+](=O)[O-])ccc1Br | 9 | 0.9 | 0.9 | 2 | 10 | 11 | 0.4 | -3 | -9
NC(=NCc1ccccc1)C(N=Nc1ccccc1)C(=O)NCc1ccccc1 (stereo not drawn) | x | x | 1.4 | -16 | -16 | 17 | x | x | x
COc1cc(C(=O)Nc2sc3c(c2C(=O)NCc2ccco2)CCCC3)cc(OC)c1OC | -8 | -0.3 | 0.4 | -9 | 33 | 0 | -0.2 | -23 | -7
COc1ccc(NS(=O)(=O)c2cccc(C(=O)NCC(c3ccco3)N3CCCCC3)c2)cc1 (stereo not drawn) | x | 3.5 | 0.9 | 14 | -7 | 5 | 2.6 | -21 | -4
CCOc1ccc(C(=O)NC2CCN(S(C)(=O)=O)CC2)cc1 | 9 | -0.6 | -0.2 | 16 | -31 | -4 | 0.2 | -4 | -1
Cc1ccc(NC(=O)c2ccco2)c(NC(=O)C2CCCO2)c1 (stereo not drawn) | -9 | 0.0 | 1.0 | -4 | 2 | 16 | 0.3 | -13 | -2
C[C@@H](NC(=O)[C@@H]1CCCN1C(=O)[C@@H]1CCCN1)c1ccccc1 | x | x | 0.8 | -13 | -5 | 15 | x | x | x
O=C1COc2ccc(S(=O)(=O)N3CCN(c4cccc(C(F)(F)F)c4)CC3)cc2N1 | 1 | 0.4 | 2.3 | -16 | 10 | 14 | 1.0 | -3 | -13
O=C(O)c1n[nH]c2ccccc12 | 0 | 0.4 | 0.1 | -8 | 3 | 15 | 1.6 | 2 | 1
CCN1CCN(C(=O)c2ccccc2Nc2ccc(SC(F)F)cc2)CC1 | 3 | 2.3 | 6.4 | 2 | 8 | 12 | 2.8 | -10 | -6
COc1ccc(-c2nc(S(=O)(=O)c3ccccc3)c(NCCCN3CCOCC3)o2)cc1 | x | 1.7 | 0.1 | -15 | -21 | 9 | 0.4 | -8 | -4
COc1ccc(NC(=O)Nc2cccc3c2O[C@H](CN(C)S(=O)(=O)c2ccccc2)[C@@H](C)CN([C@H](C)CO)C3=O)cc1 | x | 0.1 | 2.4 | -10 | 31 | 3 | 0.8 | -16 | -6
Cc1ccccc1-c1nnc(SCC(=O)NC2CCCC2)n1C | x | -0.3 | 0.9 | 4 | -20 | -5 | 0.2 | -18 | 5
CCn1cc(C(C)(C)C)c(C#N)c1NC(C)=O | 3 | 0.2 | 0.9 | -5 | -13 | 12 | 0.1 | -12 | 0
CNc1cc(NS(=O)(=O)c2ccc(N)cc2)nc(NC)n1 | x | 0.5 | 0.1 | 2 | 0 | -1 | 0.2 | -4 | -7
CCN(CC)CCn1c2ccccc2c2nc3ccccc3nc21 | -5 | -0.5 | 2.1 | -6 | -4 | 7 | 6.6 | -11 | -11
CCc1ccc(NC(=O)c2cc(-c3ccc4c(c3)OCO4)on2)cc1 | -1 | 0.5 | -0.1 | 2 | 1 | -13 | 1.3 | 0 | -6
CC(C(=O)NCC1CCCO1)N1C(=O)C2C3CC(C(Br)C3Br)C2C1=O (stereo not drawn) | -2 | -1.3 | -0.1 | 13 | -31 | -18 | 3.2 | -5 | -10
Cc1cnc(C(=O)OCC(=O)c2ccc[nH]2)cn1 | x | 0.9 | 0.1 | -8 | -8 | -3 | 1.4 | -4 | -2
C/C(=C\C(=O)c1ccc(Br)cc1)Nc1cccc(Cl)c1 | -6 | -1.8 | 0.3 | -7 | 11 | 1 | -0.5 | -17 | -4
CCCOC(=O)/C(C(N)=NCc1ccccc1)=C(\O)OCCC | -8 | 3.0 | 0.6 | -1 | -9 | 10 | -0.4 | -13 | -9
O=C(CC(NS(=O)(=O)c1ccc(Cl)cc1)c1ccco1)NC1CCCC1 (stereo not drawn) | 0 | -0.5 | 0.5 | -3 | x | 13 | 0.1 | -28 | -3
O=c1[nH]c2ccccc2nc1N1CCOCC1 | -13 | 0.1 | -0.5 | 17 | -4 | -6 | -1.0 | 1 | 1
CC(C)(CNC(=O)c1ccc(S(=O)(=O)Nc2ccc(Cl)cc2)cc1)N1CCOCC1 | x | 21* | 8.5 | -10 | 21 | 14 | 15 | 0 | -12
CC1(C(=O)NC2CCCC2)CCC(=O)N1Cc1ccccc1 (stereo not drawn) | -1 | -1.1 | 0.3 | -6 | 14 | 0 | 0.2 | -8 | -2
NC(=O)c1nsc(C(=O)N(c2ccc3c(c2)OCCO3)C(C(=O)NCC2CCCO2)c2ccc(F)cc2)c1N (stereo not drawn) | -1 | 0.4 | 0.7 | 14 | 11 | -15 | 1.1 | -27 | -9
Cc1ccc(C)c2[nH]c(=O)c(CN(CCN3CCOCC3)Cc3nnnn3CC3CCCO3)cc12 (stereo not drawn) | -7 | 11 | 0.1 | -2 | -43 | 6 | 0.5 | -2 | -6
COc1ccc(Cl)c2sc(N(CCN(C)C)C(=O)CCS(=O)(=O)c3ccc(C)cc3)nc12 | x | 1.9 | 1.2 | 0 | -1 | -5 | 3.8 | -12 | -1
Cc1ccc(N2CC(C(=O)N3CCC(C(=O)Nc4nncs4)CC3)CC2=O)cc1 (stereo not drawn) | -14 | 1.1 | -0.4 | 5 | -4 | 0 | 0.4 | 8 | 2
CCC(C)(C)n1nnnc1C(c1ccc(C)cc1)N(Cc1ccco1)Cc1cccs1 (stereo not drawn) | 2 | 1.2 | 1.1 | -20 | -20 | 23 | 1.3 | 5 | -1
O=C(Nc1ccc(Oc2ccccc2)cc1)c1ccc2sc([C@H]3C[C@H](O)[C@@H](CO)O3)nc2c1 | x | x | 5.6 | 0 | 10 | 11 | x | x | x

Screens: PubChem BioAssay, The Scripps Research Institute Molecular Screening Center
